CFTR F508del cor – F508del CFTR correction, initial screen, CFBE line, single point. actives 0.36% (n = 350,000). activity (quench increase), % at 7.58 µM. AID 720511, 2013. CFBE cells, YFP halide quenching; stimulated with forskolin plus potentiator P3; % fluorescence drop versus neutral controls;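 active means mean added fluorescence quench of at least 8% versus neutral control, with both replicates also reaching 8%; inconclusive means only one of the mean or replicate conditions met; inactive means mean below 8% and not both replicates reaching 8%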;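 further: cells transiently co-express mutant CFTR-F508del with the halide-sensitive YFP; corrector assay measuring rescue of mutant channel to the surface after 24 h compound exposure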
RAD52 anneal inh – RAD52 DNA annealing inhibitors, primary screen, biochemical, FRET, single point, set 2; actives 0.46% (n = 360,000); recombinant RAD52 DNA annealing, FRET fluorescence; inhibition, % at 18.7 µM;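 active means every replicate showing at least 50% inhibition; inconclusive means mean inhibition at least 50% but not in every replicate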
Casp6 inh – human caspase-6 inhibitors, primary screen, biochemical, VEID-R110 fluorescence, single point, set 2 | P55212 | purified caspase-6, Z-VEID-R110 cleavage fluorescence | AID 686996, 2013 | inhibition, % at 12.5 µM | actives 0.53% (n = 350,000);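 active means mean inhibition across replicates at least about 35%, with every replicate also reaching that limit, limit read from the data; inconclusive means only one of the two criteria met; inactive means neither criterion met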;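 further: 0% = median of neutral control wells and 100% = no fluorescence left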
Target sequence (P55212 24-179 limits assumed): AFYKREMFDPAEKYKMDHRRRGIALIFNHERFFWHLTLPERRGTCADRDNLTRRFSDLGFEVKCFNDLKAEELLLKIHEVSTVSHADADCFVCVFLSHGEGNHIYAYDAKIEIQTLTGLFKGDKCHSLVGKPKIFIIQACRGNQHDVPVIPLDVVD
Target sequence (P55212 194-293 limits assumed): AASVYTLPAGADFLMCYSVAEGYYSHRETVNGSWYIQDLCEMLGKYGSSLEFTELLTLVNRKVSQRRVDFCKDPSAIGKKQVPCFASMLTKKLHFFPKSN
INS-1E GSIS act – GLuc luminescence reporter in INS-1E cells, primary screen for activators of glucose-dependent secretion of insulin | INS-1E GLuc reporter insulin secretion, 2-3 h | activation, % at 16.6 µM | actives 0.61% (n = 370,000);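 active means lowest replicate activation of at least 40%, so every replicate reaches that level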;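 further: 0% = median of neutral control wells and 100% = median of IBMX positive control wells; some compounds called inactive have numbers as strong as hits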
RAD54 inh – inhibitors of human RAD54 branch migration, primary screen, biochemical, fluorescence, single point. actives 0.14% (n = 360,000). AID 602329, 2012. DNA repair and recombination protein RAD54-like (Homo sapiens), Q92698. inhibition, % at 10.4 µM. RAD54 Holliday junction branch migration, FAM/BHQ fluorescence;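 active means mean normalized replicate activity at least 40 and at least half of replicates scoring 40 or more; inconclusive means only one of the two criteria met; inactive means mean below 40 and under half of replicates reaching 40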;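 further: 0% = median of neutral control wells and 100% = median of positive control wells; inhibitors cause a drop in the FAM fluorescence signal; in these data hits start at about 50%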
E-sel inducer – E-selectin induction in HUVECs, primary screen, imaging, HUVEC, immunofluorescence imaging, single point | P16581 | normalized: neutral wells 0, TNF-alpha wells 100 | activation, % at 7.58 µM | actives 0.37% (n = 260,000) | AID 686992, 2013;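 active means mean E-selectin-positive cell signal at least 10% of the positive control, reached in at least 60% of replicates, without over 20% cell loss; inconclusive means no rule given, readout overlaps actives, possibly toxicity-flagged; inactive means the rest, including those meeting only one limit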;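 further: in these data hits start at about 27%; measured in HUVEC primary endothelial cells; signal is the percent of cells scored E-selectin positive by PE staining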
Target sequence (P16581 whole entry, looked up): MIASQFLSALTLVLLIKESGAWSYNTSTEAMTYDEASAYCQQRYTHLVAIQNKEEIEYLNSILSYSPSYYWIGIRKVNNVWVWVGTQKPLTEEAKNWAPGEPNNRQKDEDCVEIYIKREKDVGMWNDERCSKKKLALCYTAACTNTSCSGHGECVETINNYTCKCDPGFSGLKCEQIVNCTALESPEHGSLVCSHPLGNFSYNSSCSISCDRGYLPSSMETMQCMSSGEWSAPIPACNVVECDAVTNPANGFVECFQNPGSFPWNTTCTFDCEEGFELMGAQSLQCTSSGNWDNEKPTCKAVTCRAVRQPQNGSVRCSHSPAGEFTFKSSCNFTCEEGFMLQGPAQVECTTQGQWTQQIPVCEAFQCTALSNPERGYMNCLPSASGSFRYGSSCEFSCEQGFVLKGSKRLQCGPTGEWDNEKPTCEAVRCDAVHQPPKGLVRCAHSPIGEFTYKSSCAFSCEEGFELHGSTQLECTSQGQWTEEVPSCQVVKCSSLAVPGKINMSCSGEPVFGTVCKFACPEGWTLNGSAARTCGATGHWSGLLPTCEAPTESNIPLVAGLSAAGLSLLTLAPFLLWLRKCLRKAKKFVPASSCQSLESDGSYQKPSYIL
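Test system: HUVEC | Signal: Immunofluorescence imaging | Read-out: Percent E-selectin-positive cells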
DENV2 CPE rescue – inhibitors of DENV2 cytopathic effect, primary screen, cell-based, plate reader, single concentration; DENV2-infected cells, cytopathic effect rescue; CPE inhibition, % at 9.99 µM; actives 1.7% (n = 350,000); AID 651640, 2012; in the data active means CPE inhibition above about 20%, passing the limit was not always enough; inconclusive means no clear call, values can overlap the other calls; tested in BHK-21 cells;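 further: 0% = median of neutral control wells and 100% = median of positive control wells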
XiGFP reactiv – activators of inactive X chromosome reactivation, primary screen, imaging, XiGFP fibroblasts, GFP high-content imaging, set 2. XiGFP mouse fibroblasts, % GFP-positive cells imaging, 3 d; cells co-treated with 5-aza-dC sensitizer; scaled so ellipticine positive control = 100%. activation, % at 7.58 µM. actives 0.055% (n = 360,000). AID 743238, 2013;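 active means mean normalized replicate activation at least 10% and every replicate at or above 10%; inconclusive means only one of the two criteria met; inactive means mean below 10% and not all replicates reach 10%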;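 further: 0% = median of on-plate neutral control wells and 100% = ellipticine 6 µM median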
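System: 68-5-11 XiGFP fibroblast line | Buffer or medium: DMEM containing 5-aza-dC | Compound: Single point | Times: Compounds 3 days, fix/stain 15 min at room temperature | Benchmarks: Positive control ellipticine, 6 µM final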
* marks the source's active call; other numbers are inactive results; ? = inconclusive; . = no result given; & = joins results of further samples.

Below each compound – Casp6 inh	DENV2 CPE rescue	INS-1E GSIS act	E-sel inducer	CFTR F508del cor	RAD52 anneal inh	XiGFP reactiv	RAD54 inh
[1] CC(C)(C)OC(=O)C[C@H]1C/C=C\C[C@@H](CC(=O)N(CCO)Cc2ccccc2)C(=O)N[C@H](C(C)(C)C)COC1=O
  -1	2	.	0.0	-1.6	-5	0.0	0
[2] NC(=O)NC(CC(=O)OCC(=O)Nc1nnc(-c2ccccc2)o1)c1ccc(Cl)cc1 (centres undefined)
  2	-7	1	6.5	-2.5	-23	0.0	-1
[3] COC(=O)c1c(NC(=O)c2cccnc2)sc(C(=O)N(C)C)c1C
  0	1	-3	0.1	.	-13	0.2	.
[4] CC1(C)CC(=O)c2cnc(NC(=O)CSC(=S)N3CCCCC3)nc2C1
  -1	14	5	-0.5	3.4	-5	0.0	.
[5] COC(=O)[C@H]1[C@H](CO)[C@H]2Cn3c(ccc(C4=CCCC4)c3=O)[C@H]2N1CC1CCOCC1
  -2	71*	1	1.1	.	-58	-0.1	-11
[6] C#CCN(C)CC/C=C1\c2ccccc2CSc2ccccc21
  3	.	-18	.	.	13	.	-7
[7] COc1cc(NC(=O)C2=C(C)OCCS2)c(Cl)cc1C(=O)NCCN(C)C
  -14	-4	6	0.0	.	11	0.3	23
[8] CO[C@H]1CN(C)C(=O)c2cc(NC(=O)C3CCCCC3)ccc2OC[C@@H](C)N(C)C[C@H]1C
  2	0	32	0.2	0.0	-10	-0.2	-3
[9] CCOc1cc(NC(=O)CCl)c(OCC)cc1NC(C)=O
  4	0	0	.	-3.6	-5	0.0	-15
[10] CC(C)Oc1cccc(C(=O)C2CCCN(C(=O)c3ccsc3)C2)c1 (centres undefined)
  -6	3	-20	0.6	1.0	7	0.0	.
[11] CC(C)n1cnc2cc(NCc3nc4ccccc4n3C)ccc21
  .	.	2	1.9	-0.5	.	0.1	0
[12] Cc1oc(-c2cccs2)nc1CNC[C@H]1O[C@@H](n2cnc(C(N)=O)n2)[C@H](O)[C@@H]1O
  1	-2	-3	0.2	3.2	-4	-0.1	-3
[13] COc1ccccc1NC(=O)Nc1nc(CC(=O)N2CCN(c3ccccc3F)CC2)cs1
  -2	0	-3	-0.1	-1.9	1	0.0	-1
[14] COc1ccc(OCCn2ccnc2)cc1
  -2	0	4	-0.1	-3.6	-18	0.0	3
[15] COc1ccc(CN(C)CCCn2cnc3c(SC)ncnc32)cc1OC
  10	15	-4	0.0	1.9	-12	0.1	-11
[16] CCOC(=O)c1cc2ccccc2n1C1CCN(C)CC1
  0	-1	-8	1.8	2.7	1	0.0	.
[17] O=C1C(=O)N(CCN2CCOCC2)C(c2ccc([N+](=O)[O-])cc2)/C1=C(/O)c1ccc2c(c1)OCO2 (centres undefined)
  7	5	2	-0.3	-4.6	-13	0.2	0
[18] C[C@H](CO)N1C[C@H](C)[C@@H](CN(C)C(=O)C2CCCCC2)Oc2cc(C3=CCCCC3)ccc2S1(=O)=O
  3	-8	-42	0.0	-2.1	-1	-0.4	2
[19] CC(Sc1nc2ccccc2n1C)C(=O)Nc1ccc(N2CCOCC2)cc1 (centres undefined)
  -1	-2	13	.	3.8	-3	-0.1	.
[20] O=C(CCn1nc(-c2ccccc2)c2ccccc2c1=O)NN1CCOCC1
  1	.	-7	.	0.0	-8	0.0	7
[21] COc1ccc(CNC(=O)c2coc(=O)c3ccccc23)c(OC)c1
  7	11	4	.	-1.0	-7	0.2	-9
[22] COc1ccc(S(=O)(=O)Nc2ccc3c(c2)C(=O)N([C@@H](C)CO)C[C@@H](C)[C@H](CN(C)Cc2ccc(C(F)(F)F)cc2)OCCCC[C@@H](C)O3)cc1
  -1	-5	-16	1.1	0.7	24	0.2	3
[23] CCCC(=O)Nc1ccc2c(c1)C(=O)N(C)[C@H]1CC[C@H](CC(=O)NCCc3ccccc3)O[C@H]1CO2
  1	-3	-3	-0.2	-1.2	-20	0.3	1
[24] C[C@@H]1CN([C@@H](C)CO)C(=O)c2cc(NS(=O)(=O)c3ccccc3)ccc2O[C@@H](C)CCCCO[C@@H]1CN(C)Cc1ccncc1
  0	49*	-15	.	1.7	11	0.2	-2
[25] Cc1cc2cc(C)c3nnc(SCc4ccccn4)n3c2cc1C
  1	-4	.	-0.3	.	1	-0.1	.
[26] O=C(O)c1ccc(N/N=C/c2ccc(-c3ccc(Cl)cc3Cl)o2)cc1
  12	2	-23	0.1	-10	-4	-0.1	.
[27] CC1ON=C(c2ccccn2)N(Cc2ccc(S(C)(=O)=O)cc2)C1=O (centres undefined)
  -1	-2	15	.	-0.6	-14	0.0	-13
[28] CC(C)n1cnnc1SCC(=O)NNC(=O)COc1ccc(Cl)cc1
  2	7	20	1.4	-1.2	-7	0.0	2
[29] O=C(CN1CCN(c2ncc(C(F)(F)F)cc2Cl)CC1)Nc1ccc2c(c1)OCO2
  4	2	4	.	0.5	-1	.	0
[30] N/C(=N\OC(=O)COc1ccc(Br)cc1)c1cccc([N+](=O)[O-])c1
  -2	2	10	.	-0.9	-6	0.0	13

Below each compound – Casp6 inh	DENV2 CPE rescue	INS-1E GSIS act	E-sel inducer	CFTR F508del cor	RAD52 anneal inh	XiGFP reactiv	RAD54 inh
[31] O=C1c2ccccc2NC(c2ccc(-c3cccs3)o2)N1O (centres undefined)
  2	-9	4	-0.2	1.5	-22	-0.1	-2
[32] O=C(O)c1cccc(-n2cccc2/C=C2/NC(=O)N(Cc3ccccc3F)C2=O)c1
  76*	.	6	.	-0.4	-67	0.1	.
[33] O=C(CN(c1cc(Cl)ccc1Cl)S(=O)(=O)c1ccccc1)N1CCOCC1
  -3	12	10	.	-2.0	4	0.1	4
[34] CC(=O)N1CCN(c2ccc(N3CCN(Cc4ccccc4)[C@H](C)C3)c(C)c2)[C@H](C)C1
  -8	9	.	0.1	-2.6	0	0.0	.
[35] Cc1nc(NC(=O)CSc2nc(N)cc(N)n2)sc1C
  0	2	14	-0.1	-0.6	-18	-0.1	-1
[36] CCc1ccc(N/C(SC)=C(/C#N)C(N)=O)cc1
  2	.	-4	.	-2.6	-5	.	.
[37] CC(C)Oc1ccc(C2CC(=O)NC2=O)cc1 (centres undefined)
  -2	12	0	-0.1	-0.1	-3	0.1	2
[38] COc1ccc(C(=O)N(C)Cc2ccon2)cc1OC1CCN(C(C)C)CC1
  0	-9	11	0.0	0.7	-32	-0.1	3
[39] c1ccc(-c2cnc(CN3CCN(c4ccccc4)CC3)o2)cc1
  1	5	-5	.	1.1	-22	0.0	-7
[40] CN(N=Nc1nc[nH]c1C(N)=O)C1CCCCC1
  0	-2	21	0.0	2.0	-88	-0.1	1
[41] O=S(=O)(NCc1cccc(C(F)(F)F)c1)NCc1ccccc1F
  -1	3	8	.	0.7	3	0.1	4
[42] CCC(=O)Nc1ccc2c(c1)OC[C@@H](C)N(Cc1ccccc1F)C[C@H](C)[C@@H](OC)CN(C)C2=O
  1	3	-15	-0.3	.	16	-0.3	-5
[43] COC(=O)C[C@@H]1C[C@@H]2c3cc(NS(=O)(=O)c4ccc(F)cc4)ccc3O[C@@H]2[C@H](CO)O1
  0&1	-1&16	-7&10	-0.3	-1.5&-0.8	-13&-9	-0.1&0.0	3
[44] CCC(C)(C(=O)NC1CCCCC1)N(Cc1ccco1)C(=O)c1ccc2c(c1)OCO2 (centres undefined)
  -3	.	-12	.	.	1	.	3
[45] O=C(O)C1=C[C@@H](C2CCCC2)C[C@@H](OCCCCO)O1
  -3	8	.	.	-0.2	-21	.	-13
[46] Cc1noc(C)c1S(=O)(=O)N(C)C[C@@H]1OCCCC[C@@H](C)Oc2ccc(NS(=O)(=O)c3ccc(Cl)cc3)cc2C(=O)N([C@H](C)CO)C[C@H]1C
  0	31*	0	-0.5	-0.9	-11	-0.8	-13
[47] CC(OC(=O)CN1C(=O)COc2ccccc21)C(=O)NCc1ccc(F)cc1 (centres undefined)
  0	15	1	.	-2.2	-2	-0.1	7
[48] COc1cccc(-c2ccc3c(c2)O[C@H](CN(C)C(=O)c2ccccc2F)[C@@H](C)CN([C@@H](C)CO)S3(=O)=O)c1
  0	-4	-22	.	-1.4	5	0.6	5
[49] OC(C#CCCN1CCCCC1)(c1ccccc1)C1CCCCC1 (centres undefined)
  3	0	-4	-0.1	0.0	-14	0.0	.
[50] Cc1ncc2c(n1)-c1cc(F)ccc1SC2
  -6	5	-6	0.0	-0.1	-2	0.1	-5
[51] CCN1CCN(c2ccc(S(=O)(=O)N3CCCCC3)cc2NC(=O)c2cccc(Cl)c2)CC1
  -86	4	-35	4.3	-2.1	21	0.0	.
[52] Cc1noc(C)c1NC(=O)N(C)C[C@@H]1OCCCC[C@@H](C)Oc2ccc(NS(=O)(=O)c3ccccc3)cc2C(=O)N([C@H](C)CO)C[C@H]1C
  3	-2	6	-0.2	1.1	17	0.2	1
[53] CC(C)C[C@H]1CN([C@@H](Cc2ccc(O)cc2)CN2CCC[C@@H]2CN2C(=O)C(=O)NC[C@@H]2Cc2ccccc2)C(=O)C(=O)N1CC1CCCCC1
  1	2	-7	0.5	0.0	-1	0.2	4
[54] COC(=O)c1ccc(NC(=O)Nc2ccc3c(c2)OCO3)cc1
  0	0	-1	0.2	0.0	-12	0.0	-7
[55] CCOc1ccc(C(=O)NC2CCN(S(=O)(=O)c3ccccc3)CC2)cc1
  0	8	4	0.0	-1.4	-12	0.3	-1
[56] O=S1(=O)CCC(NC(=S)Nc2ccc3ccccc3c2)C1 (centres undefined)
  1	0	-11	0.7	.	-2	0.0	-8
[57] O=C(Nc1nccs1)c1ccc(COc2ccccc2Cl)o1
  0	-2	13	.	1.6	-30	-0.1	-3
[58] C[C@H](CO)N1C[C@H](C)[C@H](CN(C)S(=O)(=O)c2cn(C)cn2)OCc2cnnn2CCCC1=O
  1&-1	?	-2&17	0.0	0.6&-1.2	1&-9	-0.2&0.3	0&4
[59] CCCCn1nnc(N(C(=O)c2cccs2)C(=O)c2cccs2)n1
  1	-7	-11	1.6	4.1	-3	0.1	-2
[60] CC(C)(C)c1csc(NC(=O)c2ccccc2O)n1
  -1	?	-29	.	-0.3	-17	0.0	8

Below each compound – Casp6 inh	DENV2 CPE rescue	INS-1E GSIS act	E-sel inducer	CFTR F508del cor	RAD52 anneal inh	XiGFP reactiv	RAD54 inh
[61] O=C(Nc1ccccc1F)N1CCCCN2[C@H](CO)[C@H](c3ccc(C4=CCCC4)cc3)[C@H]2C1
  0	-32	-19	0.2	0.9	-1	0.0	-3
[62] NC(=O)c1ccsc1NC(=O)COC(=O)CCOc1ccccc1
  3	-5	.	-0.2	0.7	-39	-0.2	-20
[63] CC1=C(C(=O)N(C(C)C)C(C)C)CC(CC(=O)NCc2cccc3ccccc23)C(=O)N1CCC1=CCCCC1 (centres undefined)
  1	5	-13	0.0	6.3	-4	0.2	3
[64] CCOC(=O)N/N=C(/c1ccccc1)C1CCCCC1
  -3	18	4	.	-4.1	-7	0.0	.
[65] CC(C)NC(=O)N(C)C[C@H]1Oc2ccc(NC(=O)Nc3ccc4c(c3)OCO4)cc2C(=O)N([C@H](C)CO)C[C@H]1C
  0	?	14	-1.4	-3.6	-2	0.1	4
